IDE cell activ = activators of human insulin-degrading enzyme in cells; 340,000 tested, 0.073% active; AID 493087; HEK cells, FAbeta-B cleavage, fluorescence polarization; 0% vehicle, 100% cell-free pure enzyme wells; activation, % at 5.96 µM;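 active means activation above the mean of all tested compounds plus 3 SD, set per screening campaign, cut at about 17% in these data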
Target sequence (P14735 whole entry, looked up): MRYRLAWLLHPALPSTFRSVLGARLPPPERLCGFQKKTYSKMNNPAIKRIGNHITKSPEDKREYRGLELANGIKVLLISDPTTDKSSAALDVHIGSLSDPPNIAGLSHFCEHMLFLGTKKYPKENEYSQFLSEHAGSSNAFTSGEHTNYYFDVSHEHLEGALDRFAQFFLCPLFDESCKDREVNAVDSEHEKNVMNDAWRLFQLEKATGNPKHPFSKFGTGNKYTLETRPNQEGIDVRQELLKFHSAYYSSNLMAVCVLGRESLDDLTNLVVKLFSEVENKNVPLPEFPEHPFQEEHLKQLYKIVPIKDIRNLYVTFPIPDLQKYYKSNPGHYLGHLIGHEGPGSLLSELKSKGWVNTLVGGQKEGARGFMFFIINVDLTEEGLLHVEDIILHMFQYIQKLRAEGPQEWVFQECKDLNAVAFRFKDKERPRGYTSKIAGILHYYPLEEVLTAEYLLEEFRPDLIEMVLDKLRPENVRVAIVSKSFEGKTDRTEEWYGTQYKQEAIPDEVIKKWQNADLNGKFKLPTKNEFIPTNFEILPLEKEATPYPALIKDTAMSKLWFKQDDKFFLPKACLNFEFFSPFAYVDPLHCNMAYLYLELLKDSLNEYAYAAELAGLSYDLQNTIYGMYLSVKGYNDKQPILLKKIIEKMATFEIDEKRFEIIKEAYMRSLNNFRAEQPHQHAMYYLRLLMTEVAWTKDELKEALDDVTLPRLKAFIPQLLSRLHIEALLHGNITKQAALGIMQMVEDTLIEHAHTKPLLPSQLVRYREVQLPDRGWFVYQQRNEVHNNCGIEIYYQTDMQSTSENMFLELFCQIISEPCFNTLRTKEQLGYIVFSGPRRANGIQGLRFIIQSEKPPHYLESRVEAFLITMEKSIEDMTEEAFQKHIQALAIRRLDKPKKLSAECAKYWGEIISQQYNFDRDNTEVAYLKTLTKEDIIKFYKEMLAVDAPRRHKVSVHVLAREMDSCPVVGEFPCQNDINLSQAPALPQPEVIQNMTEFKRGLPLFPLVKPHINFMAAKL
CRFBP-R2 agonist = CRF-BP/CRF-R2 complex agonism; HEK293 CRF-R2/CRF-BP, calcium dye fluorescence (FLIPR); percent of saturating CRF peptide response; activation, % at 13.2 µM; 350,000 tested, 0.46% active; AID 588473;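 active means activation of at least 50%, plus an integration ratio under a set limit after plate pattern correction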;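 further: plate controls were neutral control wells without compound for no effect and CRF at EC100 for full effect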
IDE inh = cellular human IDE inhibition | P14735 | HEK cells, FAbetaB cleavage, fluorescence polarization | inhibition, % at 5.59 µM | 320,000 tested, 0.41% active | AID 434962;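 active means percent inhibition above the average of all tested compounds plus 3 SD, set per screening campaign, cut at about 16% in these data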;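 further: IDE supplied by intact live HEK cells; FP after avidin binding of uncleaved biotin substrate so inhibition keeps polarization high; 0% = DMSO wells and 100% = 60 µM reference IDE inhibitor Ii1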
p-CIP stab down = p/CIP protein destabilization; Q05BA5; F442A p/CIP-EGFP cells, EGFP fluorescence, 16 h; decrease of EGFP signal, % at 10 µM; 290,000 tested, 0.01% active; AID 1984;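 active means EGFP signal decrease of at least 30% at 10 µM or well 3 SD below plate mean, unless failing retest; inactive means the rest, including hits failing retest or dose response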; further: some compounds called inactive have numbers as strong as hits; many of its hits are not listed in these tables
CHRM4 PAM = potentiates acetylcholine response at human M4 receptor; P08173; CHO-K1 hM4/Gqi5, Fluo-8 calcium fluorescence, ACh EC20; 0% = ACh EC20, 100% = maximal ACh; activation, % at 3 µM; 360,000 tested, 0.4% active;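 active means activation above its plate's cutoff, the mean activation of sample wells plus 3 SD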; further: some results filed as inactive read as strong as hits
GalR3 antag = blocks the human galanin receptor 3; 360,000 tested, 0.44% active; inhibition, % at 3 µM; AID 651719; HEK293 GalR3-CNG cAMP membrane potential fluorescence; galR3 body fused to GalR1 C-terminus;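 active means inhibition above the screen-wide average plus 3 SD, cut at about 13% in these data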;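 further: forskolin and galanin both at EC90 stimulate the cells; cAMP rise reported by CNG channel membrane potential dye signal; 0% = forskolin plus galanin with DMSO and 100% = forskolin alone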
CRFBP-R2 block = antagonists of CRF-binding protein/CRF-R2 receptor complex. HEK293 CRF-R2/CRF-BP, CRF-induced calcium fluorescence. inhibition, % at 11.8 µM. 350,000 tested, 0.59% active. AID 588475;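 active means inhibition of the ligand-induced calcium signal above about 50% at the single tested concentration, limit read from the data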
MEKK3 PB1 HTS = modulators (inhibitors or enhancers) of MEK5 binding to human MEKK3 PB1 domain; AID 1529; binding response (% of control), % at 10 µM; 290,000 tested, 1.4% active; bead-based flow cytometry, Alexa488-MEK5 binding to MEKK3; actives lie on both sides; 0 = blocked by unlabeled MEK5, 100 = vehicle; Q99759;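 active means binding response more than 3 SD above or below the average of its plate-row segment, actives on both sides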;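 further: Alexa488 bead fluorescence after subtracting the streptavidin-only scavenger bead signal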
PHOSPHO1 inh = PHOSPHO1 (human) inhibition; Q8TCT1; recombinant PHOSPHO1, absorbance phosphatase assay; inhibition, % at 13.3 µM; 290,000 tested, 1.1% active; AID 1565; in the data active means inhibition above about 60%
The depositor's hits bear a star; x = no result given. Hits appear at their usual frequency. Share with any hit: about 4.2%.

SMILES | IDE cell activ | CRFBP-R2 agonist | IDE inh | p-CIP stab down | CHRM4 PAM | GalR3 antag | CRFBP-R2 block | MEKK3 PB1 HTS | PHOSPHO1 inh
O=C(O)C1=NOC(CNc2ncc(C(F)(F)F)cc2Cl)C1 (stereo unspecified) | -5 | 0.1 | 1 | -7 | 7 | -3 | -4 | 105 | 46
O=C1CC(N2CCN(Cc3ccc4c(c3)OCO4)CC2)C(=O)N1CCc1ccccc1 (stereo unspecified) | 4 | -3.2 | 0 | -2 | -10 | -6 | 3 | 96 | 10
COc1ccccc1NC(=O)c1ccc2c(c1)CCN2S(C)(=O)=O | 4 | 1.9 | 3 | -2 | 1 | -6 | -5 | 104 | 8
COc1ccc(OCCC(=O)N2CCN(C)CC2)cc1 | 0 | -2.4 | 6 | 0 | -1 | -6 | 2 | 114 | -3
Fc1cc(F)c(C2SCCN2C(=S)Nc2cccc(C(F)(F)F)c2)c(F)c1 (stereo unspecified) | -7 | 35 | 2 | -9 | -15 | -5 | -22 | 106 | 33
CN=c1scc(-c2ccc(F)cc2)n1/N=C/c1ccc(O)c(O)c1 | 6 | -2.8 | x | 11 | 4 | 1 | -8 | 102 | -5
O=C(Nc1ccc(C(=O)Oc2ccccc2)c(O)c1)c1ccco1 | 5 | 0.7 | -5 | -3 | -4 | -2 | -11 | 105 | 19
COc1ccc(/C=N/NC(=O)Cn2c(Cc3ccc(OC)c(OC)c3)nc3ccccc32)cc1 | -1 | -3.1 | 2 | 7 | 0 | 2 | -16 | 97 | -21
Cc1cc(C)c(-c2csc(NC(=O)C3=NN(c4ccccc4)C(=O)CC3)n2)c(C)c1 | -5 | -0.7 | 5 | -19 | 4 | -3 | 5 | 104 | -10
COCCNC(=O)c1ccc(CS(=O)(=O)c2cccc(C(F)(F)F)c2)o1 | -1 | -4.1 | 2 | -8 | -1 | -11 | -9 | 101 | -11
CC(=O)NC1=NN(C(C)=O)C(c2ccc(F)cc2)S1 (stereo unspecified) | 1 | 1.0 | 0 | -3 | -7 | -2 | -2 | 102 | 16
Cc1onc(-c2ccccc2)c1C(=O)Nc1nnc(CC(C)C)s1 | 2 | 0.2 | -1 | -13 | 2 | -4 | -19 | 96 | 35
COc1ccc(NC(=O)CSc2nc3ccccc3c(=O)n2CCNC(C)=O)c(OC)c1 | 4 | 0.8 | 5 | -14 | 3 | 3 | 3 | 105 | 2
Nc1c(C(=O)NCCN2CCOCC2)c2nc3ccccc3nc2n1-c1ccccc1 | 4 | -1.4 | 2 | 4 | -8 | 0 | 17 | x | 25
CCN(CC)S(=O)(=O)c1ccc(Cl)c(NC(=O)COc2ccccc2[N+](=O)[O-])c1 | 0 | -0.1 | -5 | 1 | -8 | -4 | -44 | 102 | -1
Cc1cc2c(=O)n(C)c(SCC(=O)Nc3cccc(F)c3)nc2s1 | 1 | 0.1 | 1 | -12 | -7 | -9 | -6 | 101 | 26
O=C(O)c1ncsc1-c1ccccc1 | 4 | -0.2 | 4 | -9 | 3 | 1 | 6 | 90 | 4
COc1ccc(C(=O)NC2CC2)cc1OC1CCN(Cc2ccc(F)c(F)c2)CC1 | 2 | -0.4 | -2 | -8 | 5 | -10 | -1 | 101 | 42
O=C(CN1CCOCC1)NN1CC(=O)N(c2ccc(Cl)cc2)CC1=O | 3 | 2.8 | -5 | -12 | 3 | -3 | -10 | 105 | 13
CC1=C(C(=O)Nc2cccc(C(=O)N3CCN(c4cccc(C(F)(F)F)c4)CC3)c2)SCCO1 | 1 | -0.8 | 0 | -11 | -12 | -10 | 0 | 104 | 26
CC(C)(C)c1ccccc1NC(=O)COC(=O)CN1C(=O)NC2(CCCC2)C1=O | 2 | 1.1 | -2 | x | 11 | -4 | 6 | x | x
NCCOc1cnn(-c2ccccc2Cl)c(=O)c1Cl | 4 | -0.5 | 0 | -3 | 1 | -12 | 11 | 100 | -13
CCCNC(=O)C(Cc1cccc(OC)c1)NC(=O)c1ccc(C#N)cc1 (stereo unspecified) | -1 | 0.0 | 4 | x | 0 | -5 | -2 | x | x
Nc1cc(=O)[nH]c(SCc2ccc(Cl)cc2)n1 | -9 | 0.3 | 7 | -14 | 2 | -1 | 16 | 110 | 22
CC1(C2CC2)NC(=O)N(CC(=O)N2CCN(c3cccc(C(F)(F)F)c3)CC2)C1=O (stereo unspecified) | 5 | 5.0 | 5 | x | -4 | -3 | -20 | x | x
SMILES | IDE cell activ | CRFBP-R2 agonist | IDE inh | p-CIP stab down | CHRM4 PAM | GalR3 antag | CRFBP-R2 block | MEKK3 PB1 HTS | PHOSPHO1 inh
O=C1NC(c2ccc(-c3ccccc3[N+](=O)[O-])o2)C(C(=O)c2ccccc2)C(O)(C(F)(F)F)N1 (stereo unspecified) | 7 | -0.5 | -3 | -18 | 4 | -2 | 36 | 105 | -11
CC(C)CC(=O)N(Cc1ccc(F)cc1)C1CCS(=O)(=O)C1 (stereo unspecified) | -2 | 0.2 | 1 | 3 | -7 | -2 | 3 | 87 | 8
Fc1ccc(N2N=C(c3cccs3)CC2c2ccco2)c(F)c1 (stereo unspecified) | 6 | -0.2 | -2 | -2 | 0 | -7 | 0 | 101 | -3
C=CCn1c(SCc2nc3ccccc3[nH]2)nnc1-c1cccc(OC)c1 | -7 | 0.5 | 5 | -7 | -2 | -6 | -17 | 102 | 71*
CCC(OC(=O)c1nsc(Cl)c1Cl)C(=O)NCC1CCCO1 (stereo unspecified) | -1 | -0.2 | -1 | -12 | 10 | 3 | -1 | 105 | 19
Cc1ccc(NC(=O)Cn2nc(C(=O)O)c3ccccc3c2=O)cc1S(=O)(=O)N1CCCCCC1 | 3 | 30 | x | x | 2 | -6 | -36 | x | x
O=C(Cn1cnc2cc([N+](=O)[O-])ccc2c1=O)NCc1ccccc1 | 2 | -3.2 | -5 | 2 | 6 | -3 | 11 | 100 | 8
Cc1noc(/C=C/N(C)C)c1S(=O)(=O)N1CCC(C(=O)Nc2ccc(Cl)cc2)CC1 | -6 | -1.2 | 3 | 7 | 0 | -3 | 90* | 102 | -9
O=S(=O)(c1ccc(Cl)cc1)n1ccc(-c2cccc(OCc3c(F)cccc3Cl)c2)n1 | 4 | 1.3 | 3 | 11 | 5 | 4 | -8 | 108 | -9
COc1cccc(CN2CCN(Cc3nc(C(C)C)cs3)CC2CCO)c1 (stereo unspecified) | 2 | 0.0 | 1 | -15 | 7 | -4 | -16 | 99 | -10
CC(C)(C)c1ccc(C(=O)NCCC(=O)NNC(=O)COc2ccc(F)cc2)cc1 | 6 | -1.0 | -4 | x | 3 | 2 | -5 | x | x
N/C(=N\OC(=O)Cc1ccccc1[N+](=O)[O-])c1ccccn1 | 5 | -1.8 | 2 | -4 | 2 | -2 | 19 | 64 | 39
O=C(N/N=C/c1cccnc1)c1ccc(NC(=O)c2ccc(F)cc2)cc1 | 1 | 0.2 | 1 | -6 | -3 | 5 | -7 | 103 | 39
COc1cc2c(cc1OC)C(C)N(C(=O)Cn1ncc3c1-c1cc(C)ccc1OC3)CC2 (stereo unspecified) | 4 | -1.7 | 2 | -2 | 4 | 0 | -7 | 101 | -2
CCN1CCN(C(=O)c2sc3nc(C)nc(N4CCC(C)CC4)c3c2C)CC1 | 3 | -3.7 | -3 | -8 | 15 | 5 | -7 | 103 | 28
COc1cc(C)c(Cl)cc1S(=O)(=O)n1ccnc1C | 5 | 0.6 | -2 | -2 | 3 | 0 | -1 | 100 | 19
O=C(NC(=S)Nc1ccccc1Cl)c1ccco1 | -1 | -2.1 | 3 | -8 | 2 | -9 | -7 | 100 | -22
COc1cc2[nH]c(C(=O)N(C)Cc3ccccc3)cc2c(OC)c1OC | 3 | -0.3 | -3 | 1 | 0 | -6 | 8 | 107 | 19
Cc1cccc(C(=O)OCC(=O)c2ccc3c(c2)OCCO3)c1O | -6 | 0.3 | 3 | x | 1 | -6 | -4 | x | x
CC(Oc1ccccc1)C(=O)N=C1SC2CS(=O)(=O)CC2N1Cc1ccccc1 (stereo unspecified) | -2 | -1.7 | -1 | -12 | 6 | -1 | 12 | 105 | 30
CCOC(=O)N1CCN(S(=O)(=O)c2ccc(C(=O)N(CCCN(C)C)c3nc4ccc(OC)cc4s3)cc2)CC1 | 7 | 2.7 | -1 | -7 | 5 | -2 | -9 | 103 | 48
CCn1c(COc2cccc(OC)c2)nnc1SCC(=O)N1CCOCC1 | -2 | -1.7 | 2 | 7 | -3 | -5 | 21 | 91 | 9
O=C(Nc1ccc(Oc2ncnc3cc(Cl)ccc23)nc1)c1ccc(F)cc1 | x | -0.4 | 3 | -6 | x | x | 9 | 100 | 6
O=C(Oc1cccc([N+](=O)[O-])c1)N1CCCCC1 | -5 | -0.2 | -4 | -4 | 7 | -5 | 6 | 70 | 18
CC(=O)N1CCN(C(=O)CNC(=O)c2cccs2)CC1 | 2 | 0.2 | 8 | x | 11 | -8 | 0 | x | x
COc1cc(C(=O)Nc2oc(-c3ccccc3)c(-c3ccccc3)c2C#N)cc(OC)c1OC | -6 | -0.1 | 1 | -16 | -3 | -3 | 1 | 95 | -4
CSc1nc(O)c(C(c2ccccc2)c2c(O)nc(SC)[nH]c2=O)c(=O)[nH]1 | 4 | 0.2 | 0 | -4 | -3 | -1 | -1 | 108 | 30

A second format for part of the listing above.
| IDE cell activ | CRFBP-R2 agonist | IDE inh | p-CIP stab down | CHRM4 PAM | GalR3 antag | CRFBP-R2 block | MEKK3 PB1 HTS | PHOSPHO1 inh | SMILES |
| --- | --- | --- | --- | --- | --- | --- | --- | --- | --- |
| 5 | 0.6 | -2 | -2 | 3 | 0 | -1 | 100 | 19 | COc1cc(C)c(Cl)cc1S(=O)(=O)n1ccnc1C |
| -1 | -2.1 | 3 | -8 | 2 | -9 | -7 | 100 | -22 | O=C(NC(=S)Nc1ccccc1Cl)c1ccco1 |
| 3 | -0.3 | -3 | 1 | 0 | -6 | 8 | 107 | 19 | COc1cc2[nH]c(C(=O)N(C)Cc3ccccc3)cc2c(OC)c1OC |
| -6 | 0.3 | 3 | x | 1 | -6 | -4 | x | x | Cc1cccc(C(=O)OCC(=O)c2ccc3c(c2)OCCO3)c1O |
| -2 | -1.7 | -1 | -12 | 6 | -1 | 12 | 105 | 30 | CC(Oc1ccccc1)C(=O)N=C1SC2CS(=O)(=O)CC2N1Cc1ccccc1 (stereo unspecified) |
| 7 | 2.7 | -1 | -7 | 5 | -2 | -9 | 103 | 48 | CCOC(=O)N1CCN(S(=O)(=O)c2ccc(C(=O)N(CCCN(C)C)c3nc4ccc(OC)cc4s3)cc2)CC1 |
| -2 | -1.7 | 2 | 7 | -3 | -5 | 21 | 91 | 9 | CCn1c(COc2cccc(OC)c2)nnc1SCC(=O)N1CCOCC1 |
| x | -0.4 | 3 | -6 | x | x | 9 | 100 | 6 | O=C(Nc1ccc(Oc2ncnc3cc(Cl)ccc23)nc1)c1ccc(F)cc1 |
| -5 | -0.2 | -4 | -4 | 7 | -5 | 6 | 70 | 18 | O=C(Oc1cccc([N+](=O)[O-])c1)N1CCCCC1 |
| 2 | 0.2 | 8 | x | 11 | -8 | 0 | x | x | CC(=O)N1CCN(C(=O)CNC(=O)c2cccs2)CC1 |
| -6 | -0.1 | 1 | -16 | -3 | -3 | 1 | 95 | -4 | COc1cc(C(=O)Nc2oc(-c3ccccc3)c(-c3ccccc3)c2C#N)cc(OC)c1OC |
| 4 | 0.2 | 0 | -4 | -3 | -1 | -1 | 108 | 30 | CSc1nc(O)c(C(c2ccccc2)c2c(O)nc(SC)[nH]c2=O)c(=O)[nH]1 |
